Source: PubChem (National Center for Advancing Translational Sciences (NCATS))
ALOX12 inh: inhibitors of human 12S-lipoxygenase ALOX12 | P18054 | 580,000 tested, 1.1% active | Potency, µM (series often up to 108 µM), inactives show at the highest dose activity change, negative = inhibition, actives largely listed as inhibitors | AID 1671190 | purified 12hLO, xylenol orange hydroperoxide absorbance; active means well fitted inhibition curve with a large enough effect; inconclusive means small, poorly fitted or top-dose-only effect, or another doubt; inactive means no such curve, though single readings can be large or run the other way; further: potency means the concentration at half of the fitted maximal effect
Target sequence (P18054 whole entry, looked up): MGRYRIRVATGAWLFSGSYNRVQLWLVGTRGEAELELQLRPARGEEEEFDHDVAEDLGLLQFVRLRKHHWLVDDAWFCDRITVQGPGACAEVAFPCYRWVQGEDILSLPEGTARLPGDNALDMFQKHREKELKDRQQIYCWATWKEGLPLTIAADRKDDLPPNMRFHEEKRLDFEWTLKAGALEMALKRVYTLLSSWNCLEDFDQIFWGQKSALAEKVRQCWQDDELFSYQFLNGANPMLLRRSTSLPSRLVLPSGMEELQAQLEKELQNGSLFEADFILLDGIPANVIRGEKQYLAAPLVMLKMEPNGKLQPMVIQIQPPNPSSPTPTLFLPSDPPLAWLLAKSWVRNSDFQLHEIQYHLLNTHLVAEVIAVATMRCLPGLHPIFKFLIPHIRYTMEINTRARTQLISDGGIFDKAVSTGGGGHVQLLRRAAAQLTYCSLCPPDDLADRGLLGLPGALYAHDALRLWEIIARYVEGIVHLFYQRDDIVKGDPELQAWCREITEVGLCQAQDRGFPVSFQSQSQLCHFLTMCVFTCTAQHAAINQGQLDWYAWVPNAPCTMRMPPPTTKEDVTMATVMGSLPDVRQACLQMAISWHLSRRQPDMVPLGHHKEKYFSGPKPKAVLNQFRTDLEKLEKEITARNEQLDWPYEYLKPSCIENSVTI
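Purified human 12hLO (150 nM final) in 25 mM Hepes, 0.01% Triton X-100, pH 7.0 was preincubated 15 min at room temperature with compound. Then 40 uM arachidonic acid was added, 30 min. Hydroperoxide was read by Fe-XO absorbance ratio 573/405 nm.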
LDHA inh: inhibitors of human lactate dehydrogenase A; P00338; purified LDHA, NADH/diaphorase-resazurin fluorescence; active compounds read low; activity change, % (values are at about 110 or 230 µM); 480,000 tested, 0.15% active; in the data active means activity change below about -30%; inconclusive means mostly about -25% to -30%;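 further: plate controls were DMSO wells for no effect and wells without enzyme for full effect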
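LDH5 2 nM; NADH 0.06 mM, pyruvate 0.2 mM; 200 mM Tris pH 7.4, EDTA, Tween-20; 5 min RT. Detection: diaphorase 0.133 mg/mL + resazurin 37 µM, fluorescence ex540/em590 at 0 and 20 min; normalized to enzyme-free and DMSO wells.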
Starred values were filed as active, the others as inactive; ? = inconclusive; [ ] = dose if it differs, or a comment. Unless noted, on the % scale 0 is the no-effect control and ±100 the full control effect. Not all compounds are listed; the hit share may differ from the screen's.

mol	ALOX12 inh	LDHA inh
CCN(CC)C(=O)c1cccc(NC(=O)c2cccc3cccnc23)c1	-23%	6
Cc1cc(C)n2c(Nc3ccc4c(c3)OCCO4)c(C(C)C)nc2n1	-8%	8
O=C(O)c1ccc2[nH]ccc2c1	9%	-6
CCn1c(C)cc(C(=O)CSc2nc3ccc(OC)cc3[nH]2)c1C	-8%	5
CC1CCN(CCCNCc2cccnc2)CC1	?	10
Cc1cc(C(=O)CSc2nnc(CN3CCCC3)n2-c2ccccc2)c(C)n1C1CC1	-3%	-8
Cc1ccc(NC(=O)c2nccnc2-c2nc3ccccc3s2)cc1Cl	14%	5
COc1cc(C(=O)OCC(=O)NC2CCC(C)CC2)cc(Cl)c1OC (stereo unspecified)	14%	8
COc1cc(Br)cc2cc(-c3nc(-c4nonc4N)no3)c(=O)oc12	?	5
c1ccc2c(c1)OCCOCCOCCOc1ccccc1OCCO2	7%	?
COc1ccc(NC(=O)c2cccc(-c3ccc(S(=O)(=O)N4CCCC4)cc3)c2)cc1OC	?	6
O=C(O)C1CCCN(C(=O)c2cccc(C(F)(F)F)c2)C1 (stereo unspecified)	?	8
O=C(O)CNC(=O)c1ccc(NS(=O)(=O)c2cccc(Cl)c2)cc1	?	-1
O=C(CSc1ncc(-c2ccc(Cl)cc2)o1)Nc1cccc(F)c1	-12%	-1
Cc1ccc(OCC(=O)N2CCN(c3ncccn3)CC2)c(C)c1	?	-8
Cc1[nH]c2ccccc2c1C(C[N+](=O)[O-])c1ccc(C(F)(F)F)cc1 (stereo unspecified)	?	26
CC(CCc1ccco1)NC(=O)c1ccc(Cl)c(S(C)(=O)=O)c1 (stereo unspecified)	-11%	-2
COc1ccccc1C(=O)Nc1ccc(N2CCN(C(=O)CC(C)C)CC2)cc1	33%[activator]	-3
CS(=O)(=O)N1CCC(NS(=O)(=O)c2ccc(F)cc2)CC1	8%	8
NC(=O)C(Sc1cc(Cl)ccc1Cl)c1ccccc1 (stereo unspecified)	?	-4
CCN(CC)C(CNC(=O)c1nn(C)c(=O)c2ccccc12)c1ccccc1 (stereo unspecified)	40%[activator]	3
COc1nc(C(=O)N2CCN(C(=O)N(C)C)CC2)cc2ccccc12	31%[activator]	3
Cc1cccc2c(=O)c(-c3ccc4c(c3)OCO4)c(NC(=O)c3ccccc3F)oc12	-6%	0
CCOC(=O)C(=O)N1CCN(c2nc(C)c3c(c2C#N)CCCC3)CC1	5%	1
O=C(Nc1nc2cc3c(cc2s1)OCCCO3)c1cc(Cl)ccc1F	-4%	-1
CCc1ccc(OCC(=O)Nc2ccc(S(=O)(=O)NC(C)(C)C)cc2)cc1	?	-4
O=C(Cc1ccc(Br)cc1)N1CCN(c2cccc(Cl)c2)CC1	?	1
CCc1ccc2occ(CC(=O)N(Cc3ccc(F)cc3)C3CCS(=O)(=O)C3)c2c1 (stereo unspecified)	5%	6
O=c1[nH]nc(-c2ccco2)c2c1Nc1nnnn1C2c1ccc(Br)cc1 (stereo unspecified)	?	13
CC(C#N)OC(=O)c1ccccc1C(=O)c1cccs1 (stereo unspecified)	34%[activator]	5

Further compounds follow:
mol	ALOX12 inh	LDHA inh
Cc1ccc(C(=O)/C(C#N)=C/c2ccccc2OCc2ccc(Br)cc2)cc1	?	2
O=C(Nc1ccc(N2CCCCC2)cc1)C1=COCCO1	?	2
Cc1nc2nc(SCC(=O)NC(C)(C)C)nn2c(C)c1Cc1cccc(Cl)c1	3%	-5
Oc1ccc(C2(c3ccccc3)CCCCC2)cc1	?	-1
Cc1cc(-c2nnn(CC(=O)NC(N)=O)n2)ccc1F	0%	-23
O=C(Nc1cccc(Cl)c1)N(Cc1cccs1)c1ccccn1	-19%	8
CCOc1ccc(-c2nc(CNC(=O)Nc3cccc(C)c3C)c(C)o2)cc1	?	6
Cc1cccc(NC(CNS(=O)(=O)c2ccccc2)c2ccccc2)c1 (stereo unspecified)	-12%	14
Cc1[nH]c(=O)[nH]c(=O)c1CCC(=O)Nc1nccs1	?	-3
Cc1cc(OCC(=O)N(Cc2sccc2C)CC2CCCO2)ccc1Cl (stereo unspecified)	?	8
c1csc(CNCCCN2CCCCC2)c1	?	3
O=C(C1CC1)N(Cc1ccc2c(c1)CN(S(=O)(=O)c1ccccc1F)CCO2)c1ccccc1	1%	11
Cc1ccc(Cl)cc1NC(=O)C(C)N(C)Cc1ccc2c(c1)OCCO2 (stereo unspecified)	-12%	0
CCc1nnsc1C(=O)NCC1(c2cccc(Cl)c2)CCOCC1	7%	-3
O=C(CCn1c(=O)oc2cc(Cl)ccc21)Nc1cccc(-c2nnc3n2CCCCC3)c1	-37%	11
CCCc1c(C)nc(Nc2nc(C)c3cc(OC)ccc3n2)[nH]c1=O	-25%	0
COc1ccc(OC)c(NC(=O)[C@H]2C[C@@H]3CCCN3[C@]23C(=O)Nc2c(C)cc(Cl)cc23)c1	-25%	12
C/C(=N/NC(=S)NC(C)C)c1ccccn1	?	4
O=C1C(Nc2ccccc2)=CC(c2ccccc2)N1c1ccccc1 (stereo unspecified)	?	1
CCOC(=O)[C@]12Cc3c(cc(OC)c(OC)c3OC)[C@H]1N(C1CCCCC1)C(=O)c1cc(OC)ccc12	?	3
Cc1ccc(S(=O)(=O)c2c(C)c(C)n(C3CCCC3)c2NC(=O)C2CCCO2)cc1 (stereo unspecified)	-14%	1
CC(C)(C(=O)Nc1cccc(OCCS(C)(=O)=O)c1)c1ccccc1	-4%	-4
Cc1nc2cc(NC(C)C(=O)Nc3ccc(F)cc3F)ccc2o1 (stereo unspecified)	-62%	8
CCn1nc(C(=O)Nc2nc(C(C)(C)C)cs2)c2ccccc2c1=O	1%	4
O=C(O)C1C2C=CC(O2)C1C(=O)Nc1cc(OCC(F)(F)F)cc(OCC(F)(F)C(F)F)c1 (stereo unspecified)	?	5
O=C(Nc1ccc2cc[nH]c2c1)c1csc(NC2CC2)n1	-2%	12
CC1(C)CC(=O)C2=C(C1)OC(c1ccccc1)(C(C)(C)C)NC2=O (stereo unspecified)	-1%	-2
O=C(CSc1nnnn1C1CCCC1)N1N=C(c2cc3ccccc3o2)CC1c1ccco1 (stereo unspecified)	?	6
COc1ccc(C(=O)ON=C2CCCCC2)cc1I	?	12
FC(F)(F)c1ccccc1/C=N/N=C(c1ccccc1)c1ccccc1	15%	2

Following part:
mol	ALOX12 inh	LDHA inh
CCCNC(=O)CSc1nc(C)nc2sc3c(c12)CCC3	-7%	8
O=C(N[C@H](CO)c1ccccc1)C1CCC(CNS(=O)(=O)c2ccc(F)cc2)CC1 (stereo partly specified)	?	-4
CCOC(=O)c1c(SCC(=O)Nc2ccc(F)cc2F)nc(=O)[nH]c1C	?	-3
CCN(CC(=O)NC(C)(C)C)c1nc(-c2cccs2)nc2ccccc12	35%[activator]	3
CCCn1c(SCc2ncc(-c3ccc(Cl)cc3)o2)n[nH]c1=O	?	3
COc1ccc(OCC(=O)NCc2nc(-c3ccc(OC)cc3)no2)cc1	21%	-1
Cc1cc(Cl)ccc1OC(C)C(=O)N/N=C(\CCC(=O)O)c1ccccc1 (stereo unspecified)	?	2
CCCCCC1=CCC/C1=N\NC(=O)C(N)=O	-20%	-2
Cc1cccc2sc(N(CCCN(C)C)C(=O)c3cccc(F)c3)nc12	-30%	0
CC(=O)c1cccc(NC(=O)C(Sc2nnc(-c3ccoc3C)o2)c2ccccc2)c1 (stereo unspecified)	?	1
O=C(OCC(=O)c1cccs1)c1ccc(C(=O)c2ccccc2)cc1	-49%	11
O=C(Cc1n[nH]c(=O)c2ccccc12)Nc1nc2c(s1)CCCC2	-8%	4
CC(C)CN1C(=O)CN(S(C)(=O)=O)CC1(C)C(=O)NCc1ccccc1 (stereo unspecified)	-17%	0
O=C(O)c1ccc(S(=O)(=O)NCc2ccco2)cc1	-33%	-1
CC(=O)Nc1cccc(OCc2ccccc2)c1	?	-2
CC(C)(C)c1ccccc1NC(=O)c1cnc(Cl)c(Cl)c1	7%	-13
Cn1nc(C(=O)Oc2cc(Cl)ccc2Cl)c2ccccc2c1=O	?	8
CCOc1ccc(Nc2nc3ccccc3nc2NS(=O)(=O)c2ccc(Cl)s2)cc1	-16%	-12
CSc1ccc(/C=C2\CCC(C3CCCC3)C2=O)cc1 (stereo unspecified)	?	10
CN1C(=O)COc2ccc(NC(=O)C(=O)NC3CCCC3)cc21	37%	-23
O=C(COC(=O)c1cc2ccccc2oc1=O)NCc1ccccc1Cl	32%[activator]	15
Cc1cccc(OCCn2c(CN3CCOCC3)nc3scc(-c4cccs4)c3c2=O)c1	-5%	-16
CS(=O)(=O)c1ccc(S(=O)(=O)N2CCN(C(=O)C(O)c3ccccc3)CC2)cc1 (stereo unspecified)	-26%	-2
COc1ccc(OC)c2[nH]c(C(=O)N[C@@H](C)C(=O)Nc3ccc4c(c3)OCO4)cc12	-11%	46
Cc1ccc2[nH]cc(C(C(=O)O)N3CCN(c4nsc5ccccc45)CC3)c2c1 (stereo unspecified)	-2%	-4
O=C(NCCc1ccc(F)cc1)C1CCCN(c2ccc3nnc(C(F)(F)F)n3n2)C1 (stereo unspecified)	1%	1
O=C(NCc1cccs1)c1ccc(-c2ccccc2)cc1	-23%	-13
O=Cc1cc(Cl)c(O)c(Br)c1	?	5
COC(=O)c1sc(=S)n(-c2cc(Cl)ccc2C)c1N	?	0
CC(C)CCNC(=O)NC(=O)COC(=O)Cc1n[nH]c(=O)c2ccccc12	?	-23

The list continues:
mol	ALOX12 inh	LDHA inh
CCCC(=O)Nc1ccc(C(=O)NCCc2ccccc2)cc1	-17%	5
CCn1c(SCC(=O)Nc2cc(OC)cc(OC)c2)nc2c(-c3ccccc3)csc2c1=O	2%	-13
COc1ccccc1CNC(=O)C1CCCN(c2nn3cc(-c4ccc(C)cc4)nc3s2)C1 (stereo unspecified)	13%	-1
COc1ccc(-c2nc(CS(=O)CC(=O)NCCCOC(C)C)c(C)o2)cc1OC (stereo unspecified)	-6%	10
CCc1cc2c(N)c(C(=O)c3ccccc3)sc2nc1C	?	8
Cc1oc(-c2nc(C#N)c(N3CCN(C)CC3)o2)cc1S(=O)(=O)N(C)C	4%	-21
Cc1ccc(-c2nc(C#N)c(NCCN(C)C)o2)cc1	-3%	12
Cn1c(=O)c2c(nc(Nc3ccc(Cl)c(Cl)c3)n2CC(=O)O)n(C)c1=O	-59%	-7
Cc1c(C)c2ccc(OCc3nn[nH]n3)c(C)c2oc1=O	-15%	6
O=C(Nc1ccc2cc[nH]c2c1)C(=O)NC1CCCCCC1	?	11
Cc1cc2nc(-c3cccc(Cl)c3)c(Cc3ccsc3)n2c(C)c1Br	-28%	2
CCCc1nnc2sc(-c3ccc4ccccc4n3)nn12	0%	7
COc1ccc2nc(NC(=O)c3nn(C(C)C)c(=O)c4ccccc34)sc2c1	0%	7
O=C(Nc1cccc(OCC2CCCO2)c1)C1CCN(C(=O)C2CC2)CC1 (stereo unspecified)	7%	6
Cc1ccc(-c2nc(C#N)c(N3CCN(C(=O)c4cccs4)CC3)o2)cc1	-7%	2
CCc1nc(N)c(C#N)c(-c2ccc(Br)s2)c1C	-55%	13
O=C(COC(=O)CSc1ccc2ccccc2c1Br)NCc1ccco1	3%	3
COc1ccc(CC(=O)NC(C)C2CC3CCC2C3)cc1 (stereo unspecified)	1%	0
Cc1cc2c(cc1S(=O)(=O)N1CCC(C(=O)N3CCCC3)CC1)OCC(=O)N2	1%	11
Cc1cc(C)cc(Oc2c(C(F)(F)F)oc3cc(OCC(=O)OC(C)C)ccc3c2=O)c1	-16%	4
O=C(COc1ccc([N+](=O)[O-])cc1)Nc1ccc2oc(-c3cccnc3)nc2c1	1%	-2
CC(Sc1nnc(N2CCCC2)n1-c1cccc(Cl)c1)c1nc(-c2ccco2)no1 (stereo unspecified)	?	8
CC(OC(=O)CC1Oc2ccccc2NC1=O)C(=O)NC1CCCC1 (stereo unspecified)	18%	4
Cc1cc(Nc2ccc(Br)cc2)c2c([N+](=O)[O-])ccc(C)c2n1	-5%	-5

Arranged by count of non-hydrogen atoms (largest number first): some entries from above.
mol	ALOX12 inh	LDHA inh
COc1ccc(OC)c(NC(=O)[C@H]2C[C@@H]3CCCN3[C@]23C(=O)Nc2c(C)cc(Cl)cc23)c1	-25%	12
Cc1cc(C(=O)CSc2nnc(CN3CCCC3)n2-c2ccccc2)c(C)n1C1CC1	-3%	-8
Cc1ccc(S(=O)(=O)c2c(C)c(C)n(C3CCCC3)c2NC(=O)C2CCCO2)cc1 (stereo unspecified)	-14%	1
CS(=O)(=O)c1ccc(S(=O)(=O)N2CCN(C(=O)C(O)c3ccccc3)CC2)cc1 (stereo unspecified)	-26%	-2
O=c1[nH]nc(-c2ccco2)c2c1Nc1nnnn1C2c1ccc(Br)cc1 (stereo unspecified)	?	13
O=C1C(Nc2ccccc2)=CC(c2ccccc2)N1c1ccccc1 (stereo unspecified)	?	1
CCCc1nnc2sc(-c3ccc4ccccc4n3)nn12	0%	7
